# Screening data as filed in PubChem BioAssay.
# LAP4-GFP MLPCN – alters LAP4-GFP fluorescence in TOR pathway yeast screen. S. cerevisiae LAP4-GFP multiplex, flow cytometry GFP, 3 h; median GFP as percent of DMSO wells. GFP response vs DMSO, % at 10 µM. actives 0.34% (n = 320,000);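 active = GFP response vs DMSO above a set limit, about the screen mean plus 3 SD, cut at about 150% in these data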
# JMJD2C inh – inhibitors of human GASC-1 (JMJD2C) demethylase. Q9H3R0. GST-JMJD2C(1-420) H3K9me3 demethylation, DELFIA europium. inhibition, % at 2.35 µM. actives 0.069% (n = 330,000). AID 2099;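 active = more than half of a compound's replicate wells show inhibition beyond 50%, single wells judged on their own value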;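 also: signal counts dimethyl H3K9 product captured on neutravidin plate; 0% = median of DMSO wells and 100% = 0.3 times that DMSO median; strong numbers were not always called active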
# Target sequence (Q9H3R0 1-420 limits assumed): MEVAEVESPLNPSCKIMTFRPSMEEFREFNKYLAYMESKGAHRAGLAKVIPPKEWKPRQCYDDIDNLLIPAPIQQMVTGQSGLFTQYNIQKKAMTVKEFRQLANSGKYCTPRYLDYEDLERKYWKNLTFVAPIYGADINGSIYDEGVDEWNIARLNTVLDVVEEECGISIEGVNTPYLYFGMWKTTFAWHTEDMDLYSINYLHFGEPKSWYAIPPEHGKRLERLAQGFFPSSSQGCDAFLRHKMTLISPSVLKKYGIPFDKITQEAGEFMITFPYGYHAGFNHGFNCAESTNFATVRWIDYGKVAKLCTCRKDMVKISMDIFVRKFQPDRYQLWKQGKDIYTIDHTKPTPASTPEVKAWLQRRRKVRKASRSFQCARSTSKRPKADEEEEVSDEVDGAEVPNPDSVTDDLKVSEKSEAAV
# MEP2 TOR yeast – modulators of TOR pathway MEP2-GFP in S. cerevisiae | S. cerevisiae MEP2-GFP strain, flow cytometry GFP, 3 h; 100% = DMSO control level | GFP response vs DMSO, % at 10 µM | actives 0.51% (n = 330,000);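 active = GFP response versus DMSO above a set limit, roughly screen mean plus 3 SD, cut at about 180% in these data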;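 also: median GFP fluorescence of the barcode-gated MEP2-GFP cells per well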
# proCasp7 act – counter-screen for procaspase-3 activators: activators of human procaspase-7 | recombinant procaspase-7, Ac-DEVD-pNA absorbance 405 nm; D23A/D198A/D206A triple mutant, cannot self-cleave; scale: DMSO 0, 5 µM enzyme 100 | P55210 | activation, % at 8.5 µM | actives 0.093% (n = 330,000);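 active = percent activation above the screen-wide mean plus 3 SD, cut at about 25% in these data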
# Target sequence (P55210 whole entry D23A/D198A/D206A): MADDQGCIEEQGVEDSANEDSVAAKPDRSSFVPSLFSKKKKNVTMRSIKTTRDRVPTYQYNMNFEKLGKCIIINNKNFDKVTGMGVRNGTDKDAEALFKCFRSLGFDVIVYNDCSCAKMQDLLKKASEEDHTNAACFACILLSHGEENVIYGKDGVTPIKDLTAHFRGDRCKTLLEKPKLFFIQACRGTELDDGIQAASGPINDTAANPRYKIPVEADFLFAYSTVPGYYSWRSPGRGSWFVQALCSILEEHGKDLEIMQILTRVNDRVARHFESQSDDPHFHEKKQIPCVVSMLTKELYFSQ
#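 System: Procaspase-7 triple mutant (PC-7 D3A); measure: % activation from two-timepoint absorbance difference, scaled to controls; times: 1 h compound preincubation, 2 h substrate cleavage, 25 °C; also added: Ac-DEVD-pNA substrate, 400 µM as added; measured by: Epi-absorbance of released pNA at 405 nm, two timepoints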
# CR mimetic SO – lowers age-related superoxide in aged yeast cells; superoxide response (% of plate mean), % at 10 µM; AID 2690; actives 0.18% (n = 330,000); S. cerevisiae aged cells, superoxide DHE fluorescence; hits give low values;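 active = superoxide response under a set limit, about three screen SD below normal, cut at about 65% in these data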;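 also: yeast aged for seven days with compound at 30 °C before DHE staining; 100% = average MFI of all compound-treated wells on the plate with controls excluded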
# AHR activator – human AHR activation; P35869; AHR-responsive luciferase reporter cells, luminescence; activation, % at 5 µM; actives 2.5% (n = 320,000); AID 2796; in the data active = activation above about 47%;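 also: 0% = vehicle wells and 100% = reference agonist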
# RPL19A TOR yeast – modulators of TOR pathway RPL19A-GFP in S. cerevisiae; percent response vs DMSO, % at 10 µM; actives 0.3% (n = 330,000); S. cerevisiae RPL19A-GFP strain, flow cytometry, 3 h; hits give low values;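 active = percent response vs DMSO below 50%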;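 also: median channel GFP fluorescence of the barcoded RPL19A-GFP strain; ratio of sample median GFP to plate DMSO average so 100% = DMSO; lower means less RPL19A-GFP as with rapamycin TOR inhibition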
# proCasp3 act – activators of human procaspase-3 | P42574 | recombinant procaspase-3 D3A, Ac-DEVD-pNA absorbance 405 nm | activation, % at 8.5 µM | actives 0.11% (n = 330,000) | AID 463141;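 active = activation above the mean of all tested compounds plus 3 SD, cut at about 21% in these data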;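 also: 0% = DMSO alone and 100% = DMSO wells spiked with extra 5 µM PC-3 D3A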
# Target sequence (P42574 whole entry D9A/D28A/D175A): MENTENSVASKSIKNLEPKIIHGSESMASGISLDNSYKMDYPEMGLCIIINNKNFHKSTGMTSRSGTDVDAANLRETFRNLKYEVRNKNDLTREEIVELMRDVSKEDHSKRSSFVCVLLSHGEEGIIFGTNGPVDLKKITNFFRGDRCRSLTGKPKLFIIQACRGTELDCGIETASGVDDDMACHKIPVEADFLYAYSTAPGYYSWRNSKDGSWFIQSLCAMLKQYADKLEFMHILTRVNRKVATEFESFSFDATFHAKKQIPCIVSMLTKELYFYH
#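 System: Procaspase-3 D3A mutant. Medium: Zinc-free 300 mM NaCl, 50 mM HEPES, 0.01% Triton X-100. Schedule: 1 h preincubation plus 2 h reaction at 25 °C. Measured by: 405 nm absorbance of p-nitroaniline, reads at 0 and 120 min. Read-out: percent activation relative to control range.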
# Numbers without * were called inactive; · = no result given; & = joins results of further samples.
SMILES,LAP4-GFP MLPCN,JMJD2C inh,MEP2 TOR yeast,proCasp7 act,CR mimetic SO,AHR activator,RPL19A TOR yeast,proCasp3 act
Cc1cccc(NC(=O)CSCC(=O)Nc2cc(S(=O)(=O)N3CCOCC3)ccc2N2CCCC2)c1,93,2,97,-2,98,1,99,1
C[C@@H]1CC[C@@]23COC(=O)C2=CCC[C@@H]3[C@@]1(C)CC/C(=C/CO)CO,101,-3,100,-1,129,6,96,0
CC(C)C(c1nnnn1CCc1ccccc1)N1CCC(C(N)=O)CC1 (stereo not given),95,-18,99,6,93,0,94,4
CCOc1ccc(-c2nnn(CC(=O)N3CCN(c4ccc(F)cc4)CC3)n2)cc1OCC,106,-16&-9,109,-17,116,2,106,0
Cc1ccnc(-n2c(C)cc(/C=N/NC(=O)COc3cccc4cccnc34)c2C)c1,106,6,103,-4,96,14,100,-8
CCN(CC)CC(C)OC(=O)c1cc(OC)c(OC)c(OC)c1 (stereo not given),112,-5,110,-4,95,-4,109,17
O=C(Nc1nnc(-c2ccco2)o1)c1ccc(S(=O)(=O)N2CCCC2)cc1,92,-10,98,-2,102,2,101,-2
N#CC1(NC(=O)COC(=O)c2cccc(-n3cnnn3)c2)CCCCC1,100,2,100,8,92,0,100,8
CCNC(=S)NC1CC2CCCC(C1)N2Cc1ccco1 (stereo not given),92,-8,92,-4,101,-1,95,0
O=C(COc1ccccc1)NCC(c1ccco1)N1CCCCC1 (stereo not given),112,-18,101,-6,120,2,97,-5
COc1ccc(S(=O)(=O)n2c(C)nc3ccccc32)cc1C,89,7,117,7,82,0,99,-4
COc1ccc(C(=O)N2CCN(C(=O)c3cc(OC)c(OC)c(OC)c3)CC2)cc1,97,2,96,6,104,-1,95,3
Nn1c(SCc2cccc(C(F)(F)F)c2)nnc1-c1ccco1,99,0,101,-3,101,3,99,-2
CCOC(=O)c1ccc(NC(=O)CSc2nc(C)cc(=O)[nH]2)cc1,99,16,103,8,95,-3,100,10
Cc1ccc(N(Cc2cc(=O)[nH]c3ccccc23)C(=O)c2ccco2)cc1,106,8,96,4,120,7,100,-7
CCOc1ncnc2c1[nH]c1ccccc12,119,0,94,2,94,13,95,9
CC(/C=C/C1[C@H](C)C[C@H](O[C@@H]2O[C@H](CO)[C@@H](O)[C@H](O)[C@H]2O)CC1(C)C)O[C@H]1O[C@H](CO)[C@@H](O)[C@H](O)[C@H]1O (stereo not given in full),104,9,102,6,87,1,101,9
Cn1c(/C=N/Nc2nc3ccccc3[nH]2)nc2ccccc21,113,1,112,-12,88,88*,102,3
O=C(Nc1ccccc1)OC1CCC2CC1CCC2OC(=O)Nc1ccccc1 (stereo not given),104,-7,109,6,110,2,109,11
COc1cc(/C=C/C(=O)OCC(=O)NC(=O)NCc2ccccc2)ccc1OCC#N,106,-7,88,5,101,1,98,0
CCCNNC(=O)C(O)(c1cccc(C)c1)c1cccc(C)c1,102,-2,106,-6,104,1,103,2
CCCCNC(=O)CSc1nnc(-c2ccco2)n1C,104,-3,103,9,98,-1,105,4
CCc1nn(C(CC)C(=O)NCCCc2ccccc2)c(=O)c2cc3occc3n12 (stereo not given),94,-10,105,-14,97,10,109,-2
O=c1ccc(Cc2ccc(Cl)cc2)n[nH]1,93,0,104,0,106,-3,100,0
Cc1ccc(C(=O)N/N=C/c2c[nH]c3ccccc23)o1,95,8,112,2,96,21,105,-3
SMILES,LAP4-GFP MLPCN,JMJD2C inh,MEP2 TOR yeast,proCasp7 act,CR mimetic SO,AHR activator,RPL19A TOR yeast,proCasp3 act
COc1ccccc1NC(=O)CSc1nccc(=O)[nH]1,107,-7,97,-1,103,7,98,4
O=c1cc(CSc2nnc(-c3cccnc3)n2-c2ccccc2F)nc2sccn12,97,-10,103,2,97,4,98,-5
O=C(NCCCc1ccccc1)C1CCC(=O)N(CCc2ccc(Cl)cc2)C1 (stereo not given),98,-1,108,8,103,0,101,2
CC(C)(O[C@@H]1O[C@H](CO)[C@@H](O)[C@H](O)[C@H]1O)[C@@H]1CC=C(C(=O)O)CC1,103,1,101,3,112,-2,101,-1
CCCOc1ccc(/C=C/c2c([N+](=O)[O-])c(=O)n(C)c(=O)n2C)cc1,100,2,106,7,98,10,107,-2
CCCCNc1c(-c2ccc(OC)c(SC3CCCCC3)c2)nc2cnccn12,99,1,94,-2,99,94*,94,-6
CC(C)(C)OC(=O)NN1CC(=O)N2[C@@H](Cc3c([nH]c4ccccc34)C2(C)C)C1=O,97,0,106,4,107,4,103,5
CCOC(=O)C1=C(N)Oc2cc(O)ccc2C1c1ccccc1 (stereo not given),84,3,94,-9,90,1,93,-3
N#Cc1c(NC(=O)C2CCCO2)sc2c1CCCCC2 (stereo not given),98,0,99,3,100,7,99,-1
Cc1cc(=O)n(CC(=O)NCCN2CCOCC2)c2c1c(C)nn2-c1ccccc1,100,15,100,7,100,1,107,8
Cc1ccc(C2(c3ccc(C)cc3)NC(=O)N(CC(N)=O)C2=O)cc1,94,-2,99,11,100,-3,91,12
CCOC(=O)/C(=N/Nc1ccccc1OC)N1CCCc2ccccc21,101,-6,96,-10,87,12,99,-3
CC(C)c1ccc(NC2CCCN(C(=O)CCN3CCCCO3)C2)cc1 (stereo not given),103,-1,96,-4,98,7,96,8
O=C(O)c1cc2cc(F)ccc2[nH]1,99,-11,92,0,127,15,99,-1
COc1ccc(N2CCN(CCCNC(=O)Cn3c(=O)c4cccn4c4cccnc43)CC2)cc1,97,-1,100,0,135,6,99,0
COC(=O)CC(=O)Cc1nc(N)nc(Nc2ccc(C)c(C)c2)n1,94,-1,105,1,101,13,95,6
CCN(CC)S(=O)(=O)c1cccc(C(=O)OCC(=O)C23CC4CC(CC(C4)C2)C3)c1,111,0,102,0,111,2,103,-8
Cc1cc(OCC(=O)NNC(=O)c2ccncc2)cc(C)c1Cl,69,3,102,·,90,·,112,·
c1ccc2c(c1)COC(CN1CCCCC1)OC2,97,17,98,1,135,0,99,-1
CCOc1ccc(CNC(=O)CCc2cn(Cc3ccccc3)c3ccccc23)cc1,100,-4,107,-2,95,1,97,2
COc1ccc(CN2CCNC(=O)C2CC(=O)NCc2cccc(C)n2)c(OC)c1 (stereo not given),95,3,88,12,79,0,93,10
CC(=O)Nc1ccc(S(=O)(=O)N(C)CC(=O)NNC(=O)Cc2nc3ccccc3n2C)cc1,124,-2,108,-1,95,1,107,12
Cc1cc(C)cc(N(CCC#N)C(=O)CSc2ncnc3sccc23)c1,101,-3,100,9,99,-3,95,2
CCN(CC)C(=O)C1=C(C)NC(=O)NC1c1ccccc1F (stereo not given),97,-1,98,5,101,-1,99,5
Cc1cc(C(=O)NCc2cc(C)n(C)n2)sc1-c1ccccc1,102,-2,103,-3,98,2,99,7

# Ordered by number of heavy atoms (falling): part of the list above.
SMILES,LAP4-GFP MLPCN,JMJD2C inh,MEP2 TOR yeast,proCasp7 act,CR mimetic SO,AHR activator,RPL19A TOR yeast,proCasp3 act
CC(=O)Nc1ccc(S(=O)(=O)N(C)CC(=O)NNC(=O)Cc2nc3ccccc3n2C)cc1,124,-2,108,-1,95,1,107,12
CCCOc1ccc(/C=C/c2c([N+](=O)[O-])c(=O)n(C)c(=O)n2C)cc1,100,2,106,7,98,10,107,-2
N#Cc1c(NC(=O)C2CCCO2)sc2c1CCCCC2 (stereo not given),98,0,99,3,100,7,99,-1

# Additional structures.
SMILES,LAP4-GFP MLPCN,JMJD2C inh,MEP2 TOR yeast,proCasp7 act,CR mimetic SO,AHR activator,RPL19A TOR yeast,proCasp3 act
CCc1ccc(NC(=S)NCc2cccnc2)cc1,·,-28,90,-1,100,6,99,5
CCOC(=O)C(C)N1C(=O)S/C(=C/c2ccc3c(c2)n(C)c(=O)n3C)C1=O (stereo not given),94,1,110,-2,125,-5,107,-4
Cc1ccc[n+](-c2[nH]c(=O)sc2/C=N/NC(=O)c2ccccc2[O-])c1,101,-6,109,2,97,14,107,-7
CCOC(=O)C1CCCN(C(=O)c2ccccc2Oc2ccccc2)C1 (stereo not given),104,-15,114,5,107,0,98,6
CCCCn1c(N)c(N(CC(C)C)C(=O)c2cc(-c3ccncc3)nc3ccccc23)c(=O)[nH]c1=O,107,4,102,3,90,14,98,1
CCCCN(C(=O)c1ccccc1OCc1ccc(F)cc1)c1c(N)n(CC(C)C)c(=O)[nH]c1=O,93,5,95,2,93,-3,92,-5
CCC(C)SCC(=O)Nc1ccc(S(=O)(=O)N2CCOCC2)cc1OC (stereo not given),98,0,99,0,101,-1,98,8
Cc1c(-c2cccs2)[n+](=O)c2c(n1[O-])CCCC2,119,16,102,-2,99,-2,96,6
O=c1cc(N2CCN(c3ccccc3F)CC2)[nH]c(=O)n1-c1ccc(Br)cc1,100,4,102,-21,108,-1,98,1
CCOC(=O)c1sc(Nc2ccccc2Cl)nc1C,109,5,168,-1,90,-2,52,-5
CCOC(=O)N1CCN(C(=O)c2ccc(N(Cc3ccc(Cl)cc3)S(C)(=O)=O)cc2)CC1,87,3,99,0,108,0,102,3
Cc1ccc(-c2csc(NC(=O)Cn3[nH]c(=O)c4ccccc4c3=O)n2)cc1,92,3,102,5,116,8,103,2
O=C(Nc1ccccc1)N1CCN(c2nc3ccccc3s2)CC1,99,-33,91,21,86,-5,95,9
COc1ccc(C(CCN2CCCC2)c2c(O)cc(OC)cc2OC)cc1 (stereo not given),95,-1,102,5,102,1,98,1
CN(Cc1ccccc1)C(=O)COC(=O)c1cc(NS(=O)(=O)c2cccs2)ccc1O,99,-9,107,2,97,0,112,-4
O=C(O)CC1Oc2ccc(Cl)cc2NC1=O (stereo not given),106,0,107,6,99,-2,100,2
Cc1ccc(-c2nc(N/N=C/c3cccnc3)c3ccccc3n2)cc1,140,3,97,-2,98,62*,89,-3
O=c1nc(NCc2ccco2)sc2ncccc12,95,7,93,-11,117,-1,95,4
CC(=O)NC1(c2ccccc2)CCN(c2nc(C)cc(C)n2)CC1,80,2,89,-10,109,-1,87,-3
CC(O)CNc1nc2ccccc2n1CC(=O)NCCc1ccc(Cl)cc1 (stereo not given),99,-4,100,3,105,8,99,6
CCOc1ccc(NCC(=O)Nc2ccc(C)cc2C)cc1,108,-4,108,-3,81,-4,106,6
COc1ccc(-n2nnnc2SCC(=O)NC2CC2)cc1,92,-4,97,-1,90,7,94,1
CCOC(=O)N1CCN(C(=O)CNC(=O)c2ccccc2F)CC1,90,-2,104,2,88,2,98,5
N#C/C(=C\c1cccc(Br)c1)C(=O)N1CCCCC1,145,-3,92,4,78,-1,102,5
O=C(O)CN1C(=O)/C(=C/c2ccsc2)SC1=S,98,45,100,-13,112,0,98,-17
COc1ccccc1C(=O)NCCC(=O)N1CCCCCCC1,111,0,103,1,101,4,101,0
O=C(CSCc1ccc(Br)cc1)Nc1ccc(S(=O)(=O)N2CCCCCC2)cc1,104,-3,106,2,91,-4,100,2
CCOC(=O)N1CCN(C(=O)COc2ccc(Cl)c(C)c2)CC1,108,-6,104,-7,102,1,99,-5

# Entries of single compounds, quoted from the list:
# Listed for COc1ccc(-n2nnnc2SCC(=O)NC2CC2)cc1 → LAP4-GFP MLPCN: 92; JMJD2C inh: -4; MEP2 TOR yeast: 97; proCasp7 act: -1; CR mimetic SO: 90; AHR activator: 7; RPL19A TOR yeast: 94; proCasp3 act: 1
# Listed for Cc1ccc(-c2csc(NC(=O)Cn3[nH]c(=O)c4ccccc4c3=O)n2)cc1 → LAP4-GFP MLPCN: 92; JMJD2C inh: 3; MEP2 TOR yeast: 102; proCasp7 act: 5; CR mimetic SO: 116; AHR activator: 8; RPL19A TOR yeast: 103; proCasp3 act: 2
